Screening data as filed in PubChem.
IEC-6 tox = IEC-6 cytotoxicity, counter-screen for KLF5 inhibitors | luminescence viability | inhibition, % at 5 µM | 290,000 tested, 0.78% active; in the data active = inhibition above about 22%;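 note: 0% = plate median of test compound wells and 100% = cytotoxic reference compound wells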
TRPC4 PAM = TRPC4 (mouse) allosteric potentiation; Q9QUQ5; 310,000 tested, 0.42% active; HEK293 TRPC4beta/mu-opioid, DAMGO EC20, Fluo-4 Ca2+ flux; hits give high values; B-score at 10 µM;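 active = B-score of calcium response area above 5 SD of library B-scores, with initial fluorescence ratio within 5 SD of library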;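 note: B-score of integrated fluorescence ratio over time as area under calcium response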
KLF5 inh = suppresses KLF5 promoter-driven expression. 290,000 tested, 0.23% active. inhibition, % at 5 µM. DLD-1 KLF5 promoter-luciferase reporter, luminescence;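 active = inhibition above a per-plate limit of that plate's mean compound inhibition plus 3 SD, cut at about 60% in these data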;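 note: 0% = DMSO wells and 100% = LY294002 at 200 µM; higher means less KLF5 promoter-driven luciferase light; inactives centre near -14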
TRPC4 inh = TRPC4 (mouse) channel inhibition; Q9QUQ5; HEK293 TRPC4beta/mu-opioid, DAMGO-evoked Fluo4 calcium flux; hits give low values; B-score at 10 µM; 300,000 tested, 0.39% active;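 active = B-score over 3 SD under the library average, no early fluorescence shift, positive overall ratio signal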
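material = TRPC4beta/mu-opioid receptor HEK293 cell line | probe or stimulus = sequential submaximal and maximal DAMGO stimulation | compound dosing = one concentration per compound | measured by = Fluo4 Ca2+ flux fluorescence | evaluation = integrated fluorescence ratio relative to baseline, converted to per-well B score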
TRPC4 act = activators of mouse TRPC4 channel. Q9QUQ5. HEK293 TRPC4beta/mu-opioid, Fluo4 calcium fluorescence; hits give high values. B-score at 10 µM. 310,000 tested, 0.49% active. AID 2237;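 active = B-score above 5 SD of library B-scores, and initial fluorescence ratio not above library mean plus 5 SD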;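 note: positive B-score marks a calcium rise read as TRPC4 activation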
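Test system: HEK293 cells stably co-expressing mouse TRPC4beta and mu-opioid receptor | Schedule: Fluo4 dye loading 45 min at room temperature, 110 s recording | Measured by: Kinetic Fluo4 calcium fluorescence, 5 s baseline at 1 Hz | Evaluation: B score of integrated ratio | Controls: Buffer (low) and maximal DAMGO (high)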
aSyn UTR inh = MLPCN primary screen, SNCA 5' untranslated region; inhibition, % (tested at 7.5 µM); 300,000 tested, 0.82% active; alpha-synuclein 5'UTR reporter, inhibitor activity; in the data active = inhibition above about 60%;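 note: H4 neuroglioblastoma cells stably carrying SNCA 5'UTR luciferase fusion; 0% = DMSO wells and 100% = positive control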
MrgX1 antagonist = blocks BAM8-22 activation of human MrgX1 receptor. Q96LB2. MRGX1-HEK293 calcium flux, Fluo-4, BAM8-22 antagonism; hits give low values. B-score at 10 µM. 310,000 tested, 1.3% active. AID 588676;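 active = calcium-response B-score plate-corrected more than 3 library SD below zero, starting fluorescence within 5 deviations, no agonist response on first addition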;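 note: peak minus trough fluorescence over baseline after final BAM8-22 challenge near maximal dose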
Target sequence (Q96LB2 whole entry, looked up): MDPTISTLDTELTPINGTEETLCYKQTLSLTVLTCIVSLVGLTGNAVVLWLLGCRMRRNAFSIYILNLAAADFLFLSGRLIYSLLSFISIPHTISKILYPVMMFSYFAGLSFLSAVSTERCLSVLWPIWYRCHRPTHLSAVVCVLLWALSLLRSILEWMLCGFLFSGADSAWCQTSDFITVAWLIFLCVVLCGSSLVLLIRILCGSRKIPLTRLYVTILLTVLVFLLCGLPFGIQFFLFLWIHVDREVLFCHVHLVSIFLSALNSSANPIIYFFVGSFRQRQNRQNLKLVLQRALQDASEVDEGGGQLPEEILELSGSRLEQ
SKKanGAS inh = SKKanGAS growth inhibition | S. pyogenes SKKanGAS, kanamycin growth, BacTiter-Glo, 6 h | inhibition, % at 7.5 µM | 300,000 tested, 1.3% active | AID 1662;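 active = mean replicate score, as percent of positive control median, at least 50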;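 note: strain carries kanamycin resistance gene driven by streptokinase promoter and grows in 40 µg/ml kanamycin; loss of luminescence reflects streptokinase promoter inhibition or plain growth inhibition; 0% = median of DMSO wells and 100% = positive control at its reference dose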
HIF activator = HIF pathway transcriptional activation; U2OS HRE-luciferase reporter, luminescence; normalized: DMSO 0%, desferrioxamine 100%; activation, % at 7.5 µM (by protocol); 300,000 tested, 0.32% active;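 active = mean activation of at least 10% of the iron chelator positive control signal, with at least half of replicates also reaching 10%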
TRPC6 act = mouse TRPC6 channel activation; AID 2550; B-score at 10 µM; HEK293-TRPC6 membrane potential dye fluorescence; hits give high values; 310,000 tested, 0.13% active;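 active = B-score of the integrated fluorescence ratio above library mean plus 3 SD, and starting fluorescence ratio within library mean plus 5 SD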;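 note: higher score means more depolarization so channel activation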
TRPC6 inh = inhibitors of mouse TRPC6 channel. Q61143. 310,000 tested, 1.1% active. HEK293-TRPC6, membrane potential dye, ACh-evoked depolarization; hits give low values. B-score at 10 µM;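 active = B-score under library mean minus 3 SD, initial fluorescence not abnormally high, positive integrated signal ratio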;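 note: B-score derived from integrated fluorescence ratio over the kinetic read; more negative B-score means stronger inhibition of depolarization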
Numbers without * were called inactive; i = inactive; . = not tested or not shown. The order is random; any-hit rate near 5.8%.

SMILES,IEC-6 tox,TRPC4 PAM,KLF5 inh,TRPC4 inh,TRPC4 act,aSyn UTR inh,MrgX1 antagonist,SKKanGAS inh,HIF activator,TRPC6 act,TRPC6 inh
O=C(CNC(=O)c1cncc(Br)c1)Nc1ccc(F)c(F)c1F,-3,i,1,i,i,5,i,7,0.0,i,i
COCc1cc(Sc2ccc(Br)cc2)nc(-c2ccccc2)n1,-2,i,1,i,i,12,i,-11,0.6,i,i
O=C(COC(=O)c1ccc(CO)cc1)Nc1ccc(OC(F)F)cc1,1,i,7,i,i,7,i,-6,0.2,i,i
O=C(O)c1cccc(N2C(=O)CSC2=S)c1,-8,i,-39,i,i,-18,i,0,0.3,i,i
CCn1c2ccccc2c2cc(N=C3SC(CC(=O)Nc4ccccc4OC)C(=O)N3C)ccc21 (stereo not drawn),4,i,-5,i,i,-6,i,17,-0.3,i,i
CCOc1cc(C(=O)N/N=C/C2CC=CCC2)cc(OCC)c1OCC (stereo not drawn),6,i,-40,i,i,-7,i,1,0.9,i,i
CCOCCCNC(=S)N(Cc1ccccc1)Cc1nc2ccccc2c(=O)[nH]1,-2,i,-12,i,i,-9,i,7,-0.5,i,i
CCN(CC)S(=O)(=O)c1ccc(Nc2ccc(-c3ccc4c(c3)OCCO4)nn2)cc1,2,i,-5,i,i,-26,i,-4,.,i,i
O=C(COC(=O)c1cccnc1)Nc1ccccc1,-1,i,-44,i,i,-6,i,4,-0.6,i,i
Cc1ccc2c(c1)C1CC(C)(O2)N(c2cccc(C(=O)NCc3ccccn3)c2)C(=O)N1 (stereo not drawn),-2,i,-25,i,i,3,i,-3,0.0,i,i
NS(=O)(=O)c1ccc(NC(=O)CCC(=O)c2cccs2)cc1,-3,i,-44,i,i,8,i,-3,-18,i,i
COc1cccc2sc(N(CCCN(C)C)C(=O)c3sc4ccccc4c3Cl)nc12,2,i,-39,i,i,11,i,-2,-0.6,i,i
c1ccc(Cc2nnc3sc(-c4ccc5c(c4)OCCO5)nn23)cc1,-2,i,-87,i,i,-59,i,5,1.6,i,i
CCCCOC(=O)Cn1c(-c2ccccc2)nc2ccccc2c1=O,-6,i,-9,i,i,23,i,0,0.1,i,i
CC1CCN(C(=O)CSc2nnc(-c3cccnc3)n2C2CCCCC2)CC1,5,i,-12,i,i,6,i,0,-0.3,i,i
N#CCSc1n[nH]c2nc3c(c(=O)n12)C1(CCCCC1)Cc1ccccc1-3,2,i,-34,i,i,-11,i,34,0.5,i,i
O=C(N/N=C/c1ccc(Cl)c(Cl)c1)c1ccc2nc[nH]c2c1,7,i,-9,i,i,-191,i,-4,3.8,i,i
Oc1c(C(c2ccco2)N2CCOCC2)sc2ncnn12 (stereo not drawn),0,i,-24,i,i,-7,i,0,-0.4,i,i
O=C(Cn1nc(-c2ccccc2)c2ccccc2c1=O)NCC1CCCO1 (stereo not drawn),-1,i,4,i,i,8,i,5,0.2,i,i
COc1ccc(NC(=O)C(=O)NCCN2CCN(C(=O)c3ccco3)CC2)cc1,4,i,2,i,i,3,i,3,0.0,i,i

Given with values under each structure: entries from further up
Values run as follows: IEC-6 tox | TRPC4 PAM | KLF5 inh | TRPC4 inh | TRPC4 act | aSyn UTR inh | MrgX1 antagonist | SKKanGAS inh | HIF activator | TRPC6 act | TRPC6 inh
- COc1cccc2sc(N(CCCN(C)C)C(=O)c3sc4ccccc4c3Cl)nc12
    2 | i | -39 | i | i | 11 | i | -2 | -0.6 | i | i
- c1ccc(Cc2nnc3sc(-c4ccc5c(c4)OCCO5)nn23)cc1
    -2 | i | -87 | i | i | -59 | i | 5 | 1.6 | i | i
- CCCCOC(=O)Cn1c(-c2ccccc2)nc2ccccc2c1=O
    -6 | i | -9 | i | i | 23 | i | 0 | 0.1 | i | i
- N#CCSc1n[nH]c2nc3c(c(=O)n12)C1(CCCCC1)Cc1ccccc1-3
    2 | i | -34 | i | i | -11 | i | 34 | 0.5 | i | i
- CC1CCN(C(=O)CSc2nnc(-c3cccnc3)n2C2CCCCC2)CC1
    5 | i | -12 | i | i | 6 | i | 0 | -0.3 | i | i

Additional results follow.
SMILES,IEC-6 tox,TRPC4 PAM,KLF5 inh,TRPC4 inh,TRPC4 act,aSyn UTR inh,MrgX1 antagonist,SKKanGAS inh,HIF activator,TRPC6 act,TRPC6 inh
Cc1ccccc1C(=O)Nc1nnc(SCC(=O)NCc2ccco2)s1,2,i,-77,i,i,-43,i,14,0.2,i,i
Cc1ccc(C)c(NC(=O)C(Sc2nc3ccccc3c(=O)n2CC(C)C)c2ccccc2)c1 (stereo not drawn),2,i,-8,i,i,29,i,-6,-57,i,i
N#Cc1c(-c2ccco2)nc(SCC(=O)Nc2ccc(S(N)(=O)=O)cc2)[nH]c1=O,-1,i,-39,i,i,10,i,3,-3.8,i,i
COc1cccc(NC(=O)CN(C)C(=O)c2cc3c(s2)CCC(C)C3)c1 (stereo not drawn),.,i,.,i,i,3,i,2,-0.1,i,i
Oc1cc(Cc2ccccc2)cnc1CN1CCCCC1,1,i,-50,i,i,-4,i,11,-0.2,i,i
Cc1nnc(SC(C)C(=O)Nc2sc3c(c2C#N)CCCC3)[nH]c1=O (stereo not drawn),-1,i,-10,i,i,8,i,-10,-0.2,i,i
C=CCNC(=S)Nc1cc(Cl)ccc1OC,5,i,-2,i,i,-23,i,-2,-0.3,i,i
Cc1cccc(-c2c3c(=O)n(C)c(=O)n(C)c3cn2-c2ccc(O)cc2)c1,-1,i,-34,i,i,28,i,-2,-0.1,i,i
S=C1NCN(Cc2cccnc2)CN1,2,i,-34,i,i,10,i,4,0.1,i,i
COc1cc(OC)nc(NC2OC(=O)c3ccccc32)n1 (stereo not drawn),3,i,-12,i,i,-18,i,0,-0.3,i,i
COc1ccc(NC(=O)CN(C)C(=O)c2ccc(NS(=O)(=O)c3cccc([N+](=O)[O-])c3)cc2)cc1,.,i,.,i,i,9,i,-2,-0.5,i,i
Cc1ccc(OCc2cccc(S(=O)(=O)N(C)C)c2)c([N+](=O)[O-])n1,-5,i,4,i,i,13,i,17,0.3,i,i
O=C(c1ccc2c(=O)n3c(nc2c1)CCCCC3)N1CCCCC1,-2,i,-16,i,i,8,i,-2,0.0,i,i
CN(C)c1ccc(NC(=O)Nc2cccc3ccccc23)cc1,3,i,-24,i,i,-77,i,10,3.3,i,i
Cc1cc(-c2nnc3n2N=C(c2ccccc2Br)CS3)n[nH]1,-5,i,-22,i,i,6,i,5,-0.4,i,i
O=C(O)C12CC3CC(C1)CC(n1cnc(Cl)n1)(C3)C2,2,i,-6,i,i,12,i,-6,-0.3,i,i
COc1ccc(N2C(=O)CC(C#N)=C2N)cc1,1,i,-5,i,i,2,i,-3,-0.1,i,i
CC1CCCCN1CCCNc1ccc(C(CC(N)=O)NC(=O)Cc2cccc3ccccc23)cc1[N+](=O)[O-] (stereo not drawn),3,i,-13,i,i,33,i,-1,-4.8,i,i
COc1ccc(OCc2ccc(/C=N\NC(=O)c3sccc3C)o2)cc1,4,i,-75,i,i,.,i,.,.,i,i
Cc1nn(Cc2ccccc2)c(C)c1NC(=O)CCCn1nc(C)c([N+](=O)[O-])c1C,-3,i,-8,i,i,16,i,-1,-1.6,i,i
COC(=O)CCCCCCCC(=O)Nc1nnc(C(F)(F)F)s1,0,i,-8,i,i,0,i,-1,-0.4,i,i
CCOC(=O)CC1C(=O)NCCN1C(=S)Nc1ccccc1 (stereo not drawn),4,i,-13,i,i,8,i,-4,-0.1,i,i
O=C(NCCc1ccccc1)c1ccc2[nH]c(=O)c(=O)[nH]c2c1,-10,i,-20,i,i,4,i,-3,0.0,i,i
COc1cc(C(=O)NCC(=O)N2CC=C(c3ccccc3)CC2)cc(OC)c1OC,.,i,.,i,i,-2,i,10,1.4,i,i
COc1ccccc1N1CCN(C(=O)c2ccc(CN3CCc4ccccc4C3)cc2)CC1,-6,i,-17,i,i,9,i,-1,-0.2,i,i
Cc1cc(C)n(-c2ccc(C(=O)Nc3cc(C(F)(F)F)ccc3N3CCOCC3)cc2)n1,-6,i,-3,i,i,21,i,11,-0.2,i,i
O=C(CSCCSCC(=O)c1ccco1)c1ccco1,0,i,-18,i,i,8,.,2,0.1,i,i
CO/N=C/C(C#N)c1ncc(C(F)(F)F)cc1Cl (stereo not drawn),-1,i,-28,i,i,7,i,2,0.3,i,i
CN(C)C(CNC(=O)c1ccc(C2SCCS2)cc1)c1ccccc1 (stereo not drawn),4,i,-35,-5*,i,-100,i,7,2.6,i,i
COCCNC(=O)c1ccc2c(c1)nc(C)n2-c1cccc(F)c1,-3,i,-5,i,i,-19,i,-11,0.3,i,i
COc1cccc(OC)c1OCCN(C)C,0,i,-13,i,i,8,i,-8,0.0,i,i
O=C(c1sc2ccccc2c1Cl)N(Cc1cccs1)C1CCS(=O)(=O)C1 (stereo not drawn),-2,i,-16,i,120*,14,i,-7,0.0,i,i
COc1cccc(NC(=O)CCc2c(C)nc3nc(CNC(=O)c4cccc(F)c4)nn3c2C)c1,2,i,-1,i,i,13,i,3,-1.0,i,i
CN(C)C1=NC(=O)/C(=C\c2ccccc2)S1,-8,i,-172,i,i,-4,i,6,-0.1,i,i
COc1ccccc1C(=O)n1nc(C)cc1C,-2,i,-13,i,i,2,i,2,-0.3,i,i
CC(=O)Nc1ccc2nc(-c3ccco3)[nH]c2c1,4,i,-37,i,i,-73,i,1,1.3,i,i
C#CCSc1nnc(C)c(C)n1,.,i,.,i,i,-10,i,5,-0.8,i,i
O=C1c2cc(S(=O)(=O)NCCO)ccc2-c2ccc(S(=O)(=O)NCCO)cc21,-4,i,-7,i,i,2,i,-17,-0.1,i,i
CC1=C(C(=O)NCc2ccco2)C2(CCC(C)CC2)OC1=O (stereo not drawn),4,i,-19,i,i,-14,i,2,-0.3,i,i
Cc1nnc(N(Cc2ccco2)C(=O)c2cccc(C#N)c2)s1,-3,i,-42,i,i,7,i,3,0.1,i,i
O=C(CCc1ccccc1)Nc1nc2n(n1)C(c1ccccc1)CC(=O)N2 (stereo not drawn),-1,i,-32,i,i,24,i,-3,0.3,i,i
